Compound activity deposited in PubChem by National Center for Advancing Translational Sciences (NCATS).
a7 integrin act = activates integrin-mediated alleviation for muscular dystrophy; Potency, µM (doses to about 38.3 µM), for inactives: at the highest dose activation, actives largely listed as activators; AID 624291; alpha7betagal myoblasts, beta-gal FDG fluorescence, 48 h; 350,000 tested, 0.064% active;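 also: potency is read from the fitted curve at half-maximal effect; 100% = response of the positive control SU9516; nearly all actives have a fitted effect of over 60% in size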
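alpha7betagal+/- myoblasts (passage 13, 250/well) treated 48 h at 37C with compounds at 1:260 dilution of DMSO stock. Lysed, then beta-galactosidase activity read as FDG fluorescence (ex 480/em 540) after 30 min, with pre-read for autofluorescence.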
MLL CXXC-DNA inh = inhibitors of human MLL CXXC domain-DNA interaction | MLL-CXXC / FITC-HOXA9 DNA fluorescence polarization | Potency, µM (doses to about 115 µM), inactives show top-dose activity change, negative = inhibition, actives largely listed as inhibitors | 290,000 tested, 0.037% active | AID 2662; active = well fitted inhibition curve with a large enough effect in the polarisation, with a control signal flat, not every such curve was filed as active; inconclusive = small, poorly fitted or top-dose-only effect, or effect the other way, or a change in a side signal; inactive = no such curve, though single readings can be large or run the other way; the % refers to the polarisation; also: potency is read from the fitted curve at half-maximal effect
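Purified MLL-CXXC (added from a 7 uM solution) was preincubated 5 min at ambient with pinned compounds in 50 mM Tris-HCl pH 7.5, 50 mM NaCl, 1 mM DTT, 0.05% BSA. Fluorescein-labeled HOX-A9 DNA (50 nM solution) followed, 30 min, then polarization read.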
B2AR arrestin = agonists driving beta-arrestin recruitment to human beta2-adrenergic receptor | 330,000 tested, 0.02% active | AID 492947 | P07550 | beta-arrestin recruitment to beta2AR, cell-based reporter | Potency, µM (doses to about 46.1 µM), inactives show top-dose activation, actives largely listed as activators;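 also: potency is read from the fitted curve at half-maximal effect; 0% = DMSO controls and full agonism = EC100 isoproterenol or metaproterenol; nearly all actives have a fitted effect of over 65% in size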
p53 reactivator = mutant p53 re-activation in reporter cells; 320,000 tested, 0.063% active; H1299 p53-A138V BP100-luciferase reporter, luminescence, 24 h; Potency, µM (titrated, usually from 92.2 µM), for the others: at the top dose activity change, positive = activation, most hits filed as activators; also: potency is read from the fitted curve at half-maximal effect; % of control where 0% means no effect; nearly all actives have a fitted effect of over 45% in size
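H1299 (p53-null), stable ts p53-A138V + BP100-Luc; 1000 cells/well, Opti-MEM/10% FBS; cpd 4 pt, 1:5; 24 h, 37 deg C, 5% CO2; detection reagent 10 min RT; luminescence.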
TCR act = activates T cell receptor signaling | AID 504894 | primary human leukocytes, anti-CD3, IL-2 HTRF, 48 h | 330,000 tested, under 10 active | Potency, µM (highest dose often 9.22 µM), without a hit: top-dose activation of IL-2 secretion, usual class: activators; also: % of control where 0% means no effect
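1) Mix primary human leukocytes, a-CD3 beads and compound. 2) Incubate 48 hr. 3) Add HTRF IL-2 reagents (a-IL-2-K, a-IL-2-d2).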
ELG1 repair inh = inhibitors of ELG1-dependent DNA repair in HEK293T cells. 330,000 tested, 2.3% active. HEK293T ELG1-luciferase reporter, luminescence, 16 h; DNA damage induced by 5-fluorouridine. AID 504467. Potency, µM (top dose mostly 46.1 µM), without a hit: at the highest dose activity change, negative = inhibition, usual class: inhibitors; also: potency is read from the fitted curve at half-maximal effect; % is scaled to controls: 0 for no effect and ±100 for the full control effect; nearly all actives have a fitted effect of over 55% in size
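5-Fluorouridine DNA damage + compound/DMSO, 2,000 cells/well, 16 h, 37 °C/5% CO2. ONE-Glo, 30 min RT, luminescence. Readout = decrease in reporter signal.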
TSG101-PTAP inh = blocks PTAP/TSG101 interaction to inhibit HIV-1 budding | Q99816 | Fluorescence polarization, FITC-PTAP peptide / Tsg101 binding | Potency, µM (series often up to 115 µM), without a hit: top-dose activity change, negative = inhibition, actives largely listed as inhibitors | 340,000 tested, under 10 active; active = well fitted inhibition curve with a large enough effect in the main read-out, with a control signal flat, not every such curve was filed as active; inconclusive = small, poorly fitted or top-dose-only effect, or effect the other way, or a change in a side signal; inactive = no such curve, though single readings can be large or run the other way; also: potency is read from the fitted curve at half-maximal effect; % of control where 0% means no effect
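Tsg101 binding domain (10 uM final) was mixed with compound and a FITC-labeled PTAP peptide (50 nM final) in HEPES pH 7.5 buffer with NaCl, Tween 20, EDTA and TCEP; fluorescence polarization was read after 20 min at r.t.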
AT treatment = potential ataxia-telangiectasia treatment; […] A-T fibroblasts, KAP-1 phosphorylation AlphaLISA; neocarzinostatin DNA damage 30 min before lysis; Potency, µM (doses to about 57.5 µM), without a hit: at the top dose activation, usual class: activators; 320,000 tested, 0.19% active; also: potency is read from the fitted curve at half-maximal effect; % of control where 0% means no effect; nearly all actives have a fitted effect of over 45% in size
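hTERT-immortalized A-T patient fibroblasts ([…]), 500 cells/well in OPTI-MEM, 1% FBS, got compounds for 60 min, then NCS for 30 min at 37C. Lysates were then assayed for phospho-KAP-1 by AlphaLISA (anti-pKAP1 donor, anti-KAP1 acceptor beads), 6 hr at 25C.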
TRPV1 ag = agonists of human vanilloid receptor 1 (TRPV1); activation, % at 8.33 µM; 320,000 tested, 0.19% active; TRPV1-expressing cells, Fluo-8 calcium influx, agonist mode; Q8NER1; in the data active = activation above about 80%; inconclusive = between about 30% and that limit; also: 0% is about no effect
Target sequence (Q8NER1 whole entry, looked up): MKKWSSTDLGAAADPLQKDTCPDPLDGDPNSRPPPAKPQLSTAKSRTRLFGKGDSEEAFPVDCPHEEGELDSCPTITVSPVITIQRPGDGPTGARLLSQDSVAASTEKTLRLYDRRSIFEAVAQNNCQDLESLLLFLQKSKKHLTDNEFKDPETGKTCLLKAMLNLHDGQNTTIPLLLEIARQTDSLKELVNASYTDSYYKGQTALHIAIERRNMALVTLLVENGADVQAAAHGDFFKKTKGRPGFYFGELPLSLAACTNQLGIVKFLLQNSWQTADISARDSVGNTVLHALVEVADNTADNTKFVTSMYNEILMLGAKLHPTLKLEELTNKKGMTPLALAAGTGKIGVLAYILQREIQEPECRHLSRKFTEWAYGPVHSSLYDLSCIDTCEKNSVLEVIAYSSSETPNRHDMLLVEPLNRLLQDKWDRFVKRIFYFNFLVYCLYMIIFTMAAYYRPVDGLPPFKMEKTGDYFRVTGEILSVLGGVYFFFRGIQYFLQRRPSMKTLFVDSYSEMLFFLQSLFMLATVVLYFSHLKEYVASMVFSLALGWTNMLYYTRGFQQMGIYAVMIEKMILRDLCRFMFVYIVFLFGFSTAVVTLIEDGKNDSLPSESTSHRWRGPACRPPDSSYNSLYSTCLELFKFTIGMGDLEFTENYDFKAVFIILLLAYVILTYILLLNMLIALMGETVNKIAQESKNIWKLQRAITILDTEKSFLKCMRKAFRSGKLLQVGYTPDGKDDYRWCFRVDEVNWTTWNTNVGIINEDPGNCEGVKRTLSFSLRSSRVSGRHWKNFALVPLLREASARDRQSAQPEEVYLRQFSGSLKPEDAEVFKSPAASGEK
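Fluo-8 calcium influx in TRPV1-expressing cells, kinetic read (ex 480/em 520 nm). Compound added and read 3 min for agonist activity, followed by capsaicin at EC20 final and 2 min further read for enhancement.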
BRCA1 expr act = BRCA1 expression activation; MCF7-BRCA1-FFLuc reporter, luminescence, 48 h; response scale: scaled: vehicle 0%, 10 µM genistein 100%; Potency, µM (titrated, usually from 46.1 µM), for the others: at the top dose activation, usual class: activators; 380,000 tested, 1.1% active; AID 624202; also: potency is read from the fitted curve at half-maximal effect; nearly all actives have a fitted effect of over 80% in size; some results filed as inactive show a strong effect at the top dose
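48 h compound treatment of MCF7-BRCA1-FFLuc cells (phenol-red free MEM, 37 °C), then 15 min with luciferase substrate and luminescence imaging.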
Active calls of the source: *; ? = inconclusive; . = not tested or not shown; & = joins results of further samples; [ ] = another dose, or the depositor's remark. Unless noted, calls follow the shape of the dose curve; as a rule, active = well fitted curve in the direction sought with a large enough effect; inconclusive = small, poorly fitted or top-dose-only effect, or another doubt; inactive = no such curve, though single readings can be large; an effect the other way counts as inactive or inconclusive. This is a random part of the collection; overall some 3.8% were active at least once.

SMILES | a7 integrin act | MLL CXXC-DNA inh | B2AR arrestin | p53 reactivator | TCR act | ELG1 repair inh | TSG101-PTAP inh | AT treatment | TRPV1 ag | BRCA1 expr act
C=CCN1CCc2nc(N)sc2CC1 | . | 5.1%&6.0% | -1.1% | 2.1% | 4.5% | 19.7% | -1.7% | 12.3% | -0.3 | 0.0%
COc1ccc(C2=NOC(C(=O)NCCN3CCOCC3)C2)cc1 (configuration not stated) | -12.0% | -0.5% | -1.7% | 5.1% | -0.3% | 23.2% | -5.9% | 15.2% | -2.4 | 0.5%
COc1ccc(C(=O)/C=C/C(=O)N(CC(=O)NCCC(C)C)Cc2cccs2)c(O)c1 | 0.0% | -5.9% | -0.5% | -10.8% | -9.8% | ? | -8.6% | 7.5% | 22.6 | -49.1%
Cc1ccc(S(=O)(=O)N2CCN(C(=O)COC(=O)C3(C)CC3(Cl)Cl)CC2)c(C)c1 (configuration not stated) | 26.1% | . | 0.1% | ? | -0.1% | ? | -4.0% | -4.8% | -1.0 | 0.3%
Cc1cc(OC(=O)c2ccccc2[N+](=O)[O-])c([N+](=O)[O-])c(=O)[nH]1 | 7.4% | -6.7% | 0.4% | . | 0.6% | -19.6% | -2.6% | 0.5% | 3.4 | 39.2%
CC(=O)c1cccc(NC(=O)CCNS(=O)(=O)c2cccc3nonc23)c1 | 3.1% | 0.9% | -0.5% | -5.7% | -6.9% | -8.5% | -2.5% | 1.0% | 0.9 | -7.3%
COC(=O)CCC(=O)N1CCCC(CO)(Cc2ccccc2C)C1 (configuration not stated) | 0.0% | 4.0% | -0.3% | 0.7% | 0.0% | -2.9% | -2.5% | -4.4% | 3.3 | 16.9%
CC(C)(C)OC(=O)NCCCCCO | . | . | -0.3% | 10.8% | 1.4% | 17.2% | -0.8% | 0.4% | -1.0 | 25.3%
COc1ccc(/C=C2\N=C3CCCCCN3C2=O)cc1 | -7.8% | 9.1% | -0.3% | 1.5% | -1.3% | ? | -1.8% | -4.4% | ? | -1.9%
CCOC(=O)C1C(=O)NC(C)C1c1ccccc1 (configuration not stated) | -12.2% | -1.0% | 0.1% | 0.5% | -2.0% | 2.7% | -2.4% | -5.2% | 0.1 | 13.2%
O=C(Cc1ccc(Cl)cc1)NNC(=S)NC(=O)c1cccs1 | 19.6% | 1.2% | 0.6% | 1.0% | -11.0% | -3.1% | -2.7% | 0.0% | 6.3 | -14.9%
COc1cccc(C2C(C(=O)c3ccco3)=C(O)C(=O)N2CCCN2CCOCC2)c1OC (configuration not stated) | ? | . | . | . | 4.3% | . | 0.0% | . | . | 23.2%
NS(=O)(=O)c1ccc(CNS(=O)(=O)c2ccc3c(c2)OCCO3)cc1 | 14.4% | 19.9% | -1.0% | 0.9% | -0.9% | ? | 0.9% | -13.0% | -0.6 | 0.0%
COc1ccc(S(=O)(=O)NC2CC(=O)N(c3cccc(F)c3)C2)cc1OC (configuration not stated) | 8.7% | . | -0.8% | -3.2% | 5.0% | 4.5% | 0.5% | 6.9% | -0.9 | -6.6%
COC(=O)C1=C(C)NC(=S)N(C(C)=O)C1c1ccccc1 (configuration not stated) | -4.4% | 3.5% | -0.9% | -2.1% | 3.4%[46.1 µM] | ? | -0.3% | . | -0.6 | -12.1%
CC(O)Cc1cn(CC(=O)N2CCNCC2)nn1 (configuration not stated) | -5.2% | 7.9% | -0.4% | 2.8% | -6.8% | 16.3% | -1.2% | -19.4% | -7.0 | 7.7%
O=C(CCN1C(=O)C2CCCCC2C1=O)N1CCN(S(=O)(=O)c2c(F)cccc2F)CC1 (configuration not stated) | 5.4% | . | -0.3% | -3.8% | -53.9% | 19.9% | -0.7% | -0.2% | 0.0 | -10.4%
COc1ccccc1N1CCN(CC(=O)Nc2ccc3c(c2)OCCO3)CC1 | ? | 4.1% | 0.2% | -3.8% | -4.6% | -18.0% | -2.1% | 9.7% | -4.0 | -7.5%
CN(C1CCCCC1)S(=O)(=O)Cc1ccccc1 | -23.3% | -9.5% | -0.2% | 3.5% | 2.9% | 9.2% | -7.1% | 6.1% | 6.1 | 6.4%
CC1CCCC(C)N1CC(O)COCc1ccccc1F (configuration not stated) | -13.0% | -0.6% | -0.9% | -0.5% | -1.6% | -1.6% | -5.4% | 3.3% | -3.1 | 5.8%

Looked up above:
BRCA1 expr act with `O=C(CCN1C(=O)C2CCCCC2C1=O)N1CCN(S(=O)(=O)c2c(F)cccc2F)CC1` (configuration not stated) = -10.4%
ELG1 repair inh with `CC(O)Cc1cn(CC(=O)N2CCNCC2)nn1` (configuration not stated) = 16.3%

The results go on.
SMILES | a7 integrin act | MLL CXXC-DNA inh | B2AR arrestin | p53 reactivator | TCR act | ELG1 repair inh | TSG101-PTAP inh | AT treatment | TRPV1 ag | BRCA1 expr act
CCOC(=O)c1cc(C#N)c(SCC(=O)Nc2ccc(C(C)=O)cc2)[nH]c1=O | -2.0% | 3.7% | 0.2% | 8.8% | -0.5% | ? | -11.3% | 17.6% | -0.3 | 76.3%
COc1ccc(C(=O)Nc2sc3c(c2C#N)CCN(C(C)=O)C3)cc1 | 2.4% | 16.3% | -0.1% | 21.3% | 0.7% | -7.9% | -0.6% | -3.5% | -0.9 | -15.9%
Cc1ccc(C(=O)O/N=C(\c2ccccc2)c2cccnc2)cc1 | ? | 4.8% | -0.1% | -1.5% | -2.6%[46.1 µM] | 0.7% | 1.7% | 0.1% | 21.8 | 13.2%
O=C(CSc1nc2ccccc2c(=O)n1CCCO)NC1CC1 | 8.1% | . | -0.1% | -9.1% | -0.2% | -9.2% | -6.2% | 7.3% | 2.4 | 10.1%
CCOC(=O)c1c(CN2CCN(CCO)CC2)n(C)c2cc(Br)c(OC)cc12 | -56.7%[inhibitor] | 55.4%[activator] | -0.3% | -19.3% | 1.2% | 10.7% | -9.7% | -2.0% | 3.4 | -20.1%
CC/C(O)=C1\C(=O)CCCC1=NCc1nc2ccccc2[nH]1 | 18.7% | 9.9% | 0.3% | 2.1% | . | -18.6% | 1.2% | 0.1% | 2.1 | 4.7%
COc1c(CC=C(C)C)c(O)cc2oc(=O)c3c4ccc(O)cc4oc3c12 | 20.4% | . | . | . | 2.8% | . | 0.5% | . | . | -25.3%
COc1cc(C#Cc2c(-c3cncn3C)n(C)c3ccc(-c4ccc5cc[nH]c5c4)cc23)cc(OC)c1 | -13.3% | . | 0.0% | 0.1% | 0.3% | ? | -0.3% | 8.3% | . | -50.6%
COCCCNC(=O)CN(c1cc(OC)ccc1OC)S(=O)(=O)c1ccccc1 | 0.7% | 1.5% | -0.1% | 2.6% | -5.3% | 8.7% | -10.7% | 4.7% | -3.0 | -13.5%
Cc1noc(NS(=O)(=O)c2ccc(NC(=O)c3oc4ccc(Cl)cc4c3C)cc2)c1C | 3.7% | ? | -0.3% | 6.1% | -6.9% | 10.6% | -5.4% | 4.6% | 1.3 | 71.8%
COC(=O)c1c(C)nc2c(c(SC)nn2-c2ccccc2)c1N | 9.5% | -10.1% | 1.0% | -0.6% | -3.2% | -25.5% | -0.3% | 13.1% | -1.6 | -42.1%
Nc1ccc(S(=O)(=O)Nc2ccc(C(=O)c3ccccc3)cc2)cc1 | -28.8% | -0.8% | -0.4% | -6.3% | -0.5% | -12.8% | -3.7% | -1.4% | 0.8 | 2.5%
Cn1nc(C(C)(C)C)cc1NC(=O)Nc1cc(Cl)cc(Cl)c1 | -13.0% | 2.0% | -0.4% | 7.7% | 0.1% | 11.5% | -2.5% | 2.1% | -1.8 | -15.9%
CC(=O)c1ccc(S(=O)(=O)NC2CC(=O)N(c3cccc(F)c3)C2)cc1 (configuration not stated) | 28.9% | . | 0.5% | -3.6% | -7.8% | -19.6% | -0.5% | 13.6% | -4.2 | -17.8%
CC(C)(C)c1ccccc1OCCCCCn1ccnc1 | -24.3% | -1.5% | 0.0% | 13.1% | 3.1% | -19.6% | -3.5% | 5.9% | 9.2 | -39.2%
O=C(C[C@@H]1C/C=C\CC[C@H](Cc2ccc(F)cc2)C(=O)OC[C@@H]2CCCN2C1=O)NCCO | 10.2% | . | -0.2% | -4.0% | 9.6% | 11.9% | 1.3% | 4.8% | . | -0.1%
Cc1nc(SCC(=O)NCC2CCCO2)[nH]c(=O)c1C (configuration not stated) | -10.7% | . | -0.3% | -1.7% | -3.9% | 12.7% | 0.0% | 5.3% | -0.2 | -15.3%
Cc1ccc(NC(=O)c2oc(=O)c3ccccc3c2-c2ccccc2)c(C)c1 | 2.9% | 7.7% | -1.0% | -8.9% | -0.8%[46.1 µM] | -27.3% | -1.5% | 2.2% | 16.8 | -43.5%
CCCc1ccc2oc(C(=O)N(C)Cc3ccn[nH]3)c(C)c2c1 | 4.0% | 4.8% | -0.6% | ? | 2.6% | ? | -8.9% | 8.2% | 24.1 | ?
